p-CIP stab down = lowers stability of the mouse p/CIP coactivator protein; Q05BA5; F442A p/CIP-EGFP cells, EGFP fluorescence, 16 h; decrease of EGFP signal, % at 10 µM; 0.01% of 290,000 active; AID 1984;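 active = EGFP signal decrease of at least 30% at 10 µM or well 3 SD below plate mean, unless failing retest; inactive = the rest, including hits failing retest or dose response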; note: some compounds called inactive have numbers as strong as hits; many of its hits are not listed in these tables
PHOSPHO1 block = inhibitors of human PHOSPHO1 phosphatase; recombinant PHOSPHO1, absorbance phosphatase assay; inhibition, % at 13.3 µM; 1.1% of 290,000 active; in the data active = inhibition above about 60%
Target sequence (Q8TCT1 whole entry, looked up): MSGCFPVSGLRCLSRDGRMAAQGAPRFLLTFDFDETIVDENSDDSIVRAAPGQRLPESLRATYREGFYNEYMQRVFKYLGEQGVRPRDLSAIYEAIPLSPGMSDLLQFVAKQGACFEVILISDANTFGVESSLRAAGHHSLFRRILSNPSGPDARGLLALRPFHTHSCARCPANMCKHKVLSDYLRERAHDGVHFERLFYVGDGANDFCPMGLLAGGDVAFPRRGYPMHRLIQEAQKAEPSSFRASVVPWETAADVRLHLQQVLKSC
GalR3 antagonist = human GalR3 antagonism | O60755 | HEK293 GalR3-CNG cAMP membrane potential fluorescence; galR3 body fused to GalR1 C-terminus | inhibition, % at 3 µM | 0.44% of 360,000 active | AID 651719;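 active = inhibition above the screen-wide average plus 3 SD, cut at about 13% in these data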;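 note: forskolin and galanin both at EC90 stimulate the cells; cAMP rise reported by CNG channel membrane potential dye signal; 0% = forskolin plus galanin with DMSO and 100% = forskolin alone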
Target sequence (O60755 1-299 limits assumed): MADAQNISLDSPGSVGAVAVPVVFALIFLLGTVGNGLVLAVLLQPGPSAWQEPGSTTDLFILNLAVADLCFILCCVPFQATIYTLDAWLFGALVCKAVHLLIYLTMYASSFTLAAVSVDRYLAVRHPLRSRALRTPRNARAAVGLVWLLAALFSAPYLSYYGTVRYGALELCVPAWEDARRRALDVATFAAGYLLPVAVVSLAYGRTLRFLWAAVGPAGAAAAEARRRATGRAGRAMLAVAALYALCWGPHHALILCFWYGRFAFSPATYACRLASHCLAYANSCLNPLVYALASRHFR
CHRM4 PAM = CHRM4 positive allosteric modulation; activation, % at 3 µM; CHO-K1 hM4/Gqi5, Fluo-8 calcium fluorescence, ACh EC20; 0% = ACh EC20, 100% = maximal ACh; 0.4% of 360,000 active;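 active = activation above its plate's cutoff, the mean activation of sample wells plus 3 SD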; note: some results filed as inactive read as strong as hits
Target sequence (P08173 whole entry, looked up): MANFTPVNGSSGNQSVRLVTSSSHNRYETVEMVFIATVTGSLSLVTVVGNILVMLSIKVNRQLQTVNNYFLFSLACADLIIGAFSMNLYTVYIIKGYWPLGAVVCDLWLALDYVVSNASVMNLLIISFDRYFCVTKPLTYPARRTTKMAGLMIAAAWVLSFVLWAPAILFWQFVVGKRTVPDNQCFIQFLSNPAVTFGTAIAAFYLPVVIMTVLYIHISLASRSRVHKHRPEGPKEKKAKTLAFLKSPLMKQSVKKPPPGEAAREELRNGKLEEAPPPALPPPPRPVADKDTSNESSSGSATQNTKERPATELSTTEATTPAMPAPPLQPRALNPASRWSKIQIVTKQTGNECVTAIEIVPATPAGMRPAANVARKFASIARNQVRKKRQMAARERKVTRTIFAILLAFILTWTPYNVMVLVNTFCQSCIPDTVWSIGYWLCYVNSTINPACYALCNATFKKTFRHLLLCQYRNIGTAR
IDE cell inh = cellular human IDE inhibition; inhibition, % at 5.59 µM; 0.41% of 320,000 active; HEK cells, FAbetaB cleavage, fluorescence polarization; P14735;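 active = percent inhibition above the average of all tested compounds plus 3 SD, set per screening campaign, cut at about 16% in these data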;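 note: IDE supplied by intact live HEK cells; FP after avidin binding of uncleaved biotin substrate so inhibition keeps polarization high; 0% = DMSO wells and 100% = 60 µM reference IDE inhibitor Ii1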
CRFBP-R2 block = antagonists of CRF-binding protein/CRF-R2 receptor complex; HEK293 CRF-R2/CRF-BP, CRF-induced calcium fluorescence; 0.59% of 350,000 active; inhibition, % at 11.8 µM; AID 588475;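 active = inhibition of the ligand-induced calcium signal above about 50% at the single tested concentration, limit read from the data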
MEKK3 PB1 HTS = modulators (inhibitors or enhancers) of MEK5 binding to human MEKK3 PB1 domain | Q99759 | bead-based flow cytometry, Alexa488-MEK5 binding to MEKK3; actives lie on both sides; 0 = blocked by unlabeled MEK5, 100 = vehicle | binding response (% of control), % at 10 µM | 1.4% of 290,000 active | AID 1529;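 active = binding response more than 3 SD above or below the average of its plate-row segment, actives on both sides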;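 note: Alexa488 bead fluorescence after subtracting the streptavidin-only scavenger bead signal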
CRFBP-R2 agonist = CRF-BP/CRF-R2 complex agonism; AID 588473; activation, % at 13.2 µM; HEK293 CRF-R2/CRF-BP, calcium dye fluorescence (FLIPR); percent of saturating CRF peptide response; 0.46% of 350,000 active;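 active = activation of at least 50%, plus an integration ratio under a set limit after plate pattern correction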;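 note: plate controls were neutral control wells without compound for no effect and CRF at EC100 for full effect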
IDE act = IDE (human) activation, cell-based; AID 493087; 0.073% of 340,000 active; HEK cells, FAbeta-B cleavage, fluorescence polarization; 0% vehicle, 100% cell-free pure enzyme wells; activation, % at 5.96 µM; P14735;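 active = activation above the mean of all tested compounds plus 3 SD, set per screening campaign, cut at about 17% in these data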
* hit, by the source's call; nt = no result given; & = joins results of further samples.

1) O=C(NCc1ccc2c(c1)OCO2)C1(S(=O)(=O)c2ccccc2)CC1
2) O=C(O)C1CCCCC1C(=O)Nc1ccc2c(c1)OCO2 (stereo unspecified)
3) Cc1oc2ccc(OS(C)(=O)=O)cc2c1C(=O)OC(C)C
4) S=C(Nc1cccc(Cl)c1)NC1CC2CCCC(C1)N2C1CCCC1 (stereo unspecified)
5) O=C1c2cccc3cccc(c23)C(=O)N1CC1CCN(S(=O)(=O)c2ccccc2)CC1
6) CN(Cc1ccccc1)S(=O)(=O)c1ccc2c(c1)OCCO2
Screen / compound no.	1	2	3	4	5	6
p-CIP stab down	-14	4	8	4	nt	10
PHOSPHO1 block	6	30	-8	-17	nt	15
GalR3 antagonist	-1	-7	-4	-6	3	-1
CHRM4 PAM	11	2	-3	-1	-6	-5
IDE cell inh	6	2	1	-5	nt	6
CRFBP-R2 block	4	0	-3	-15	-10	-11
MEKK3 PB1 HTS	107	104	92	105	nt	100
CRFBP-R2 agonist	-2.4	-0.9	0.1	-0.7	0.6	1.7
IDE act	2	0	2	6	-1	2

7) Cc1ccc(Cl)c(OCC(=O)OCC(=O)NC2CCCc3ccccc32)c1 (stereo unspecified)
8) Cc1cccc(N2CCN(Cc3nc(-c4cccc(Cl)c4)oc3C)CC2)n1
9) COC(=O)Nc1ccccc1C(=O)N1CCN(c2ccc(C)cc2)CC1
10) COCCn1c(-c2cccc(Br)c2)nc2c(c(=O)c3ccccc3n2C)c1=O
11) Cc1ccc(NC(=O)CNC(=O)Cc2cccc3ccccc23)c(O)c1
12) CN(C)S(=O)(=O)N1CCN(CC(=O)Nc2cc(Cl)ccc2Cl)CC1
Screen / compound no.	7	8	9	10	11	12
p-CIP stab down	-4	3	-5	3	nt	-6
PHOSPHO1 block	-1	-10	13	15	nt	-7
GalR3 antagonist	-3	-3	2	3	-4	-4
CHRM4 PAM	-4	1	10	7	0	5
IDE cell inh	-1	6	3	-2	5	-1
CRFBP-R2 block	26	-12	-4	4	-14	-4
MEKK3 PB1 HTS	95	101	105	100	nt	75
CRFBP-R2 agonist	3.3	1.6	-3.7	-8.4	0.8	-4.1
IDE act	-3	1	-4	3	-5	-6

13) Cc1cc([N+](=O)[O-])nn1CC(=O)Nc1ccc(F)cc1
14) Cc1cccc2sc(NNC(=O)c3cc(=O)c4ccccc4o3)nc12
15) O=C(Nc1ccc2c(c1)OCCO2)c1cnc2n(c1=O)CCS2
16) NC(=S)N(c1ccccc1)c1ccccc1
17) Cc1cccc(CN2CCN(c3nc4nonc4nc3NC3CC3)CC2)c1
18) CC(C)(C)C1CCC(OC(=O)CCC(=O)Nc2ccccc2)CC1 (stereo unspecified)
Screen / compound no.	13	14	15	16	17	18
p-CIP stab down	0	-11	-6	-4	-15	-9
PHOSPHO1 block	34	-56	-3	22	46	-4
GalR3 antagonist	0	1	4	-5	-1	-9
CHRM4 PAM	-7	7	7	3	-16	-2
IDE cell inh	-2	1	0	2	4	7
CRFBP-R2 block	-11	26	9	-8	-4	-1
MEKK3 PB1 HTS	89	86	108	99	100	99
CRFBP-R2 agonist	0.9	-2.7	2.5	-1.8	-0.6	1.5
IDE act	-3	6	-2	3	5	2

19) CCOc1ccc(CC(=O)NCc2ccc3c(c2)cc(C)n3C)cc1
20) CCOc1ccc(/C=N/NC(=O)c2c(-c3ccccc3)noc2C)cc1
21) CC1CC(C)(C)NC(=S)N1CCCC(=O)NCCc1ccc(Cl)cc1 (stereo unspecified)
22) Cc1oc(-c2ccc(Cl)cc2)nc1CN1CCCC(C(=O)NCc2ccco2)C1 (stereo unspecified)
23) O=C(/C=C/c1ccc(Cl)cc1)NC(=S)Nc1ccc(C(=O)O)cc1
24) C=CCOc1c(CCC)cc(CCC)cc1C(N)=O
Screen / compound no.	19	20	21	22	23	24
p-CIP stab down	-11	6	-4	6	-9	-10
PHOSPHO1 block	27	2	1	16	31	33
GalR3 antagonist	nt	-4	-4	-3	-6	-2
CHRM4 PAM	0	16	3	3	1	-6
IDE cell inh	3	3	-9	6	2	7
CRFBP-R2 block	-16	-6	7	-63	0	-13
MEKK3 PB1 HTS	63	106	91	98	106	92
CRFBP-R2 agonist	1.8	-1.1	0.4	-1.7	-0.5	-0.6
IDE act	5	-1	1	-2	0	6

25) COc1ccccc1N1CCN(C(=O)c2cc3n(n2)C(C(F)(F)F)CC(c2ccco2)N3)CC1 (stereo unspecified)
26) CC(=O)Nc1ccc(SCC(=O)NCC2(N3CCCCC3)CCCCC2)cc1
27) O=C(NCCNc1ccc([N+](=O)[O-])cc1)c1ccccc1F
28) CC(=O)Nc1cccc(C(=O)OCC(=O)NNC(=O)c2ccc([N+](=O)[O-])cc2)c1
29) CCOc1ccc(NC(=O)CN(C)C(=O)c2ccc(C)o2)cc1OCC
30) COC(=O)c1ccc(/C=C2\N=C(SC)SC2=O)cc1
Screen / compound no.	25	26	27	28	29	30
p-CIP stab down	7	nt	-2	nt	-9	7
PHOSPHO1 block	1	nt	44	nt	34	11
GalR3 antagonist	-1	-5	-3	-1	-7	0
CHRM4 PAM	-2	-3	-6	13	-2	10
IDE cell inh	1	4	3	4	-1	6
CRFBP-R2 block	-4	-3	14	7	3	2
MEKK3 PB1 HTS	101	nt	104	nt	104	104
CRFBP-R2 agonist	0.7	-1.4	0.0	3.4	0.2	3.1
IDE act	1	-2	5	5	0	-7

31) CN(C)c1ccc(-c2nnn(CC(=O)Nc3ccc4c(c3)OCCO4)n2)cc1
32) COc1ccc(NC(=O)COC(=O)CC2Sc3ccccc3NC2=O)cc1 (stereo unspecified)
33) CCc1ccc(CNc2ccc3c(c2)ncn3CC)cc1
34) CCOC(=O)c1ccc(OC)c(OC)c1Cl
35) CCCC(=O)Nc1nc(-c2ccccc2)ns1
36) CC(C)C[C@@H](CN(N=O)[C@@H](Cc1ccccc1)CN(C)N=O)N(CCc1ccccc1)N=O
Screen / compound no.	31	32	33	34	35	36
p-CIP stab down	-5	nt	-7	7	-12	-9
PHOSPHO1 block	37	nt	19	-1	-13	30
GalR3 antagonist	-8	-4	-2	-4	-3	1
CHRM4 PAM	5	-7	-6	10	-8	-1
IDE cell inh	-4	nt	-3	5	4	3
CRFBP-R2 block	-1	19	-90	1	10	-6
MEKK3 PB1 HTS	101	nt	98	103	96	102
CRFBP-R2 agonist	2.8	-0.2	39	-0.6	-0.4	1.5
IDE act	3	4	-2	4	-4	1

37) CCN(Cc1ccccc1)C(=O)CCCOc1ccccc1
38) CCc1cc(Cl)c(OC)c(C(=O)NC[C@@H]2CCCN2CC)c1O
39) CC(=O)Nc1ccc(S(=O)(=O)NC(C)C(=O)OCCOc2ccc(F)cc2)cc1 (stereo unspecified)
40) COc1ccccc1C(=O)NC(=S)N1CCc2ccccc21
41) Cn1c2ccc(F)cc2c2nnc(SCC(=O)Nc3cccc(O)c3)nc21
42) O=C(NCC1CC1)c1cccc2c1C(=O)c1ccc(N3CCCC3)cc1S2(=O)=O
Screen / compound no.	37	38	39	40	41	42
p-CIP stab down	-11	nt	nt	-10	6	nt
PHOSPHO1 block	18	nt	nt	-102	35	nt
GalR3 antagonist	-3	0&-2	-6	-1	-4	-3
CHRM4 PAM	4	-4&-5	2	-11	-4	-7
IDE cell inh	5	-1	0	4	-2	4
CRFBP-R2 block	16	-16&-17	-1	11	13	-6
MEKK3 PB1 HTS	101	112	nt	100	105	nt
CRFBP-R2 agonist	1.4	0.2&1.6	-1.1	-1.1	-0.3	23
IDE act	-2	3&7	4	-5	7	-5

43) COc1ccc(OCC(=O)Nc2nc3ccc(NC(C)=O)cc3s2)cc1
44) Cc1ccc(S(=O)(=O)c2ccc(Cl)cc2)cc1S(=O)(=O)NC(C)C(=O)O (stereo unspecified)
45) Cc1ccc(NC(=O)c2ccc3ccccc3n2)nc1
46) C/C(CC(=O)c1ccccc1)=N\NC(=O)CC#N
47) CCc1ccc(C(=O)CSc2ncn[nH]2)cc1
48) CCc1nnc(NC(=O)c2ccc(S(=O)(=O)N(CCOC)CCOC)cc2)o1
Screen / compound no.	43	44	45	46	47	48
p-CIP stab down	-6	14	4	-14	-5	-8
PHOSPHO1 block	24	-10	18	15	88*	-2
GalR3 antagonist	-7	3	3	1	54*	-6
CHRM4 PAM	-2	1	4	1	-3	-7
IDE cell inh	9	2	5	3	0	0
CRFBP-R2 block	1	9	0	7	-26	-8
MEKK3 PB1 HTS	100	103	102	98	95	94
CRFBP-R2 agonist	2.1	-2.2	0.1	0.5	0.3	-1.9
IDE act	0	8	4	8	2	-2

49) Oc1ccc(NCc2cccc(OCc3ccc(F)cc3)c2)cc1
50) Cc1nc2ccccc2nc1CSc1nncs1
51) O=S(=O)(Nc1ccc(OC(F)(F)F)cc1)c1cccc2nonc12
52) COc1ccc(OC)c(CNc2ncc(-c3ccc(F)cc3)n2C)c1
53) CCc1nnc(NC(=O)c2sc3nc4c(cc3c2N)CCCCCC4)s1
54) CCSc1nnc(N(CCC(=O)O)CCC(=O)O)s1
Screen / compound no.	49	50	51	52	53	54
p-CIP stab down	-1	7	1	1	-9	1
PHOSPHO1 block	18	16	18	34	-14	-6
GalR3 antagonist	-4	-2	-4	-12	-9	-3
CHRM4 PAM	2	5	11	-8	2	5
IDE cell inh	-4	8	-9	nt	0	7
CRFBP-R2 block	14	-5	-13	-7	-26	2
MEKK3 PB1 HTS	100	102	103	104	120	99
CRFBP-R2 agonist	-0.7	0.5	2.9	0.4	0.6	-0.3
IDE act	3	-3	8	0	-2	4

55) CC1CC(C)(C)N2C(=O)C(=C(C#N)C#N)c3cccc1c32 (stereo unspecified)
56) COc1cc(OC)c(OC)cc1/C=C/c1cc(C(=O)O)c2ccccc2n1
57) O=S(=O)(c1ccc(N2CCN(CCO)CC2)nc1)N1CCCCC1
58) CCOC(=O)C1=C(COC(=O)c2cc(OC)c(OC)cc2[N+](=O)[O-])NC(=O)NC1C (stereo unspecified)
59) COC(=O)c1oc2ccc(Br)cc2c1NC(=O)CCCN1C(=O)c2ccccc2C1=O
60) COc1ccc(CCn2c(N)c(C(=O)NCc3ccco3)c3nc4ccccc4nc32)cc1
Screen / compound no.	55	56	57	58	59	60
p-CIP stab down	10	5	-1	nt	16	1
PHOSPHO1 block	24	-17	-4	nt	30	7
GalR3 antagonist	-3	-6	5	3	nt	-4
CHRM4 PAM	-3	-9	5	4	-17	-4
IDE cell inh	0	-7	5	-3	0	-3
CRFBP-R2 block	-6	-1	3	4	9	-42
MEKK3 PB1 HTS	110	99	102	nt	98	100
CRFBP-R2 agonist	-0.8	-0.2	-0.6	-0.1	0.2	5.8
IDE act	4	3	6	2	3	4

61) Cc1cccc2cc3c(N)c(C(=O)N4CCOCC4)sc3nc12
62) NCCNC(=O)c1c(O)c2cccc3c2n(c1=O)CCC3
63) CCc1nc(SCC(=O)OC(C)C)c2ccccc2n1
64) CC1(C(=O)N2CCC(CO)(Cc3cccc(C(F)(F)F)c3)CC2)CC1
Screen / compound no.	61	62	63	64
p-CIP stab down	-10	0	-9	-6
PHOSPHO1 block	-16	29	-6	nt
GalR3 antagonist	-7	-12	-2	-4
CHRM4 PAM	0	-8	9	0
IDE cell inh	-1	nt	3	1
CRFBP-R2 block	7	-3	-23	0
MEKK3 PB1 HTS	100	103	95	100
CRFBP-R2 agonist	-4.0	0.5	-4.1	1.4
IDE act	-2	-3	1	-8

Compound activity (PubChem BioAssay)
